# Screening results (PubChem)
# STAT3 inh = IL-6 driven STAT3 reporter inhibitors, primary screen, U3A cells, luciferase, luminescence, MLSCN library. IL-6 STAT3-luciferase reporter; host cell line lacks STAT1. actives 0.89% (n = 190,000). AID 862, 2007. inhibition, % at 5.5 µM;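 active = inhibition above the mean inhibition across all screened compounds plus 3 SD, cut at about 44% in these data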;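 also: 0% = DMSO only wells and 100% = 100 µM nifuroxazide control wells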
# STAT3 act = IL-6 driven STAT3 reporter potentiators, primary screen, U3A cells, luciferase, luminescence, MLSCN library; actives 0.91% (n = 190,000); IL-6 STAT3-luciferase reporter; 100% = signal with IL-6 EC80 alone; activation (% of control), % at 5.6 µM;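 active = activation above the screen-wide mean of compound activation plus 3 SD, cut at about 130% in these data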;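 also: 0% = background luminescence of wells with medium and substrate only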
#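 Material: human U3A cells carrying STAT3-luciferase construct. Measured by: reporter luminescence signal. Timing: compound 1 h, then IL-6 6 h at 37 °C.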
# PPARg SRC-1 ag = PPARgamma agonists recruiting SRC-1 coactivator, primary screen, biochemical; Peroxisome proliferator-activated receptor gamma (Homo sapiens), P37231; PPARgamma-SRC-1 coactivator recruitment biochemical assay; activation, % at 8 µM; actives 0.41% (n = 200,000); AID 631, 2007; in the data active = activation above about 19%;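 also: 0% = DMSO and 100% = reference agonist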
# STAT1 inh = STAT1 signaling inhibitors, primary screen, cell-based, HTS, luciferase reporter; NIH 3T3 STAT1-luciferase reporter, IFN-gamma, luminescence; actives 0.35% (n = 200,000); inhibition, % at 5.5 µM;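 active = inhibition above a set limit, the mean inhibition across all tested compounds plus 3 SD, cut at about 34% in these data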;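 also: 0% = IFN-gamma with DMSO and 100% = IFN-gamma with 300 µM nifuroxazide; values of inactives mirror those of a sister screen read the other way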
# TLR4 MyD88 comp = inhibitors of TLR4-MyD88 association in cells, primary screen, cell-based, HeLa CL3-4, BLA complementation, FRET ratio; Toll-like receptor 4 (Homo sapiens) + Myeloid differentiation primary response protein …; HeLa CL3-4 TLR4/MyD88 BLA complementation; inhibition, % at 8.4 µM; actives 0.18% (n = 200,000); AID 861, 2007; in the data active = inhibition above about 25%;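 also: 0% = vehicle and 100% = reference inhibitor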
# Target sequence (O00206 whole entry, looked up): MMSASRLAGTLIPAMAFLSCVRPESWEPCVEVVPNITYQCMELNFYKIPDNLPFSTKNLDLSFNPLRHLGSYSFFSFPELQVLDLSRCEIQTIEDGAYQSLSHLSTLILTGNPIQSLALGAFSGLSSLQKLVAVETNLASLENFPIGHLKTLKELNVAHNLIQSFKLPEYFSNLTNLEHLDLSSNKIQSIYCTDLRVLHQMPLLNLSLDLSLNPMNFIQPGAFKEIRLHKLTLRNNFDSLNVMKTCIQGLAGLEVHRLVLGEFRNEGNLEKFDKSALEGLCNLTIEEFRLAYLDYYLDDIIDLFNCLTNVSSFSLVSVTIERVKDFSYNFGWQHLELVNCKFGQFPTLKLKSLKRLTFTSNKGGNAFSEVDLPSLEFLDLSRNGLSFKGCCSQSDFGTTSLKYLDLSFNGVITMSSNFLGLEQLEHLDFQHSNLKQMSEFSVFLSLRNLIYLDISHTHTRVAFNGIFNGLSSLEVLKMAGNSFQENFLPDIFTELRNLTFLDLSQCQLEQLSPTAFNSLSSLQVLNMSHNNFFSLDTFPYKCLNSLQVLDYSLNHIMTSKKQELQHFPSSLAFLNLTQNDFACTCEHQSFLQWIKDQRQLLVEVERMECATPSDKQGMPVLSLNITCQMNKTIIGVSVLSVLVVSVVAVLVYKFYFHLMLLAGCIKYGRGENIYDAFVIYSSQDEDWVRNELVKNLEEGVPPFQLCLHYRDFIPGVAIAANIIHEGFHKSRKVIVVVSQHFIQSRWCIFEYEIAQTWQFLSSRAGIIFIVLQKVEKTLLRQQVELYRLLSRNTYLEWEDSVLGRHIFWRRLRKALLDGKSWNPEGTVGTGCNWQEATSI
# Target sequence (Q99836 whole entry, looked up): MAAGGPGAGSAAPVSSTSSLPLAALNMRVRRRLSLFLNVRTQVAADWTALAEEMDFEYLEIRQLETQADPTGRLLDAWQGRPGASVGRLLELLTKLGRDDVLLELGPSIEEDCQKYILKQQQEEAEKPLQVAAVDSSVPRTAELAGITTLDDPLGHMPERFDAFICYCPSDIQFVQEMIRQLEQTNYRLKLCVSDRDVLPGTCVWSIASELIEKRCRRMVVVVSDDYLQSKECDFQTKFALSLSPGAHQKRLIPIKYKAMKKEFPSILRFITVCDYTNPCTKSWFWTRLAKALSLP
# RAM network inh = inhibitors of the yeast RAM network, primary screen, dse1pr::URA3 reporter, 5-FOA selection. S. cerevisiae dse1pr::URA3 reporter, 5-FOA growth OD615, 2 d; analog-sensitive cbk1-as2 kinase mutant strain. actives 1.8% (n = 190,000). inhibition, % at 50 µM;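 active = inhibition above a set limit, 3 SD over mean compound inhibition, cut at about 8.4% in these data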;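 also: 0% = DMSO-only wells with no growth and 100% = 10 µM 1-NA-PP1 full growth; inhibition rescues growth on 5-FOA so higher OD means more RAM inhibition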
# PPARg SRC-3 ag = PPARgamma agonists recruiting SRC-3 coactivator, primary screen, biochemical. Peroxisome proliferator-activated receptor gamma (Homo sapiens), P37231. activation, % at 8 µM. biochemical PPARgamma/SRC-3 coactivator recruitment assay. actives 0.26% (n = 200,000); in the data active = activation above about 23%;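 also: 0% = DMSO and 100% = reference agonist; some compounds past the cut are filed as inactive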
# SRC2 TRFRET art = TR-FRET signal artefacts, primary screen, artefact control for PPARgamma SRC-2 agonist project, biochemical; TR-FRET artefact counter-screen; active compounds read high; TR-FRET ratio at 8 µM; actives 0.4% (n = 200,000); AID 1049, 2008; in the data active = TR-FRET ratio above about 2000; also: inactives centre near 1500
# S1P3 antagonist = S1P3 receptor antagonists, primary screen, cell-based; Sphingosine 1-phosphate receptor 3 (Homo sapiens), Q99500; CHO S1P3 NFAT-BLA reporter, FRET fluorescence, antagonist mode; inhibition, % at 4.98 µM; actives 0.27% (n = 170,000);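 active = inhibition above the plate cutoff, the mean inhibition of test wells on that plate plus 3 SD, cut at about 28% in these data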;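 also: cells challenged with S1P at its EC80 of 0.8 µM; blue over green emission ratio from cleaved BLA substrate after 4 h stimulation; 0% = S1P-stimulated wells and 100% = unstimulated DMSO-only wells; some compounds past the cut are filed as inactive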
# PPARg SRC-2 ag = agonists of PPARg-SRC-2 recruitment, primary screen, biochemical, HTS | Peroxisome proliferator-activated receptor gamma (Homo sapiens), P37231 | PPARgamma LBD-SRC-2 recruitment | activation, % at 8 µM | actives 0.34% (n = 200,000); in the data active = activation above about 22%;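 also: 0% = vehicle and 100% = reference agonist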
# ROMK mod = ROMK potassium channel modulators, primary screen, cell-based, thallium flux, MLSMR library; ATP-sensitive inward rectifier potassium channel 1 (Homo sapiens), P48048; Tet-inducible ROMK, thallium flux fluorescence; actives lie on both sides; B-score at 10 µM; actives 2% (n = 130,000);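 active = signal ratio slope over the read window, or its plate-corrected B-score, at least 3 SD from the plate mean, either direction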;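 also: B-score of the F/F0 ratio slope over 7 to 12 s after thallium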
# The depositor's hits bear a star; . = no result given.
SMILES,STAT3 inh,STAT3 act,PPARg SRC-1 ag,STAT1 inh,TLR4 MyD88 comp,RAM network inh,PPARg SRC-3 ag,SRC2 TRFRET art,S1P3 antagonist,PPARg SRC-2 ag,ROMK mod
O=C(Nc1ccccc1C(=O)N1CCCCC1)c1cccc(S(=O)(=O)N2CCOCC2)c1,11,95,5,15,4,3.0,-8,1384,-6,1,.
COn1c(=S)[nH]c2ccccc2c1=O,3,99,5,0,1,0.7,10,1613,.,13,0.85
CCOC(=O)N/C(N)=N/c1nc2ccccc2s1,20,85,1,-72,12,1.2,-2,1440,30,-5,-2.7
CC(NC(=O)Nc1ccc(Cl)c(Cl)c1)C(c1ccccc1)N1CCOCC1 (configuration not stated),-10,112,2,0,4,0.0,-1,1460,-15,-2,-2.1
CCN1C(=O)/C(=C/N(C)c2ccccc2)OC1=S,-4,106,-2,-15,6,0.1,1,1347,-2,-1,-0.66
Cc1nc2cc(NS(=O)(=O)c3c(C)c(C)cc(C)c3C)ccc2s1,40,69,5,11,11,6.5,5,1662,.,16,.
O=C(C[n+]1ccc(-c2nnc3n2CCC3)cc1)c1ccc(Cl)cc1,3,101,0,4,-1,1.8,0,1444,-1,3,0.96
O=C1CCC(CCC(=O)N2CCCC(C(=O)c3cccc(C(F)(F)F)c3)C2)=NN1 (configuration not stated),14,97,9,-6,-1,-0.4,-1,1575,-6,-1,0.065
O=C(O)c1cc(-c2ccccc2)nc2nc(N3CCCCC3)sc12,-15,117,5,-25,-2,0.1,-8,1416,-3,-2,0.46
Cc1cc(C(=O)NCc2ccccc2)no1,-3,106,-1,1,-8,0.3,-1,1363,-11,-3,.
Cn1cnnc1SCCNS(=O)(=O)c1ccccc1,5,96,3,4,-4,0.0,8,1724,.,16,-0.47
Cc1cc(C)c2cc(CN(Cc3nnnn3C3CCCCC3)CC3CCCO3)c(=O)[nH]c2c1 (configuration not stated),7,99,11,-4,-7,-1.5,-6,1603,-8,-5,-2.7
COc1ccc(S(=O)(=O)Nc2ccccc2)cc1OC,1,103,-6,1,-12,3.1,-12,1474,.,-1,.
Cc1ccc(C(=O)N/C(=C/C=C/c2ccccc2)C(=O)NCc2ccco2)cc1,19,93,4,-2,8,2.1,4,1578,.,8,.
Cc1cccc(CSc2ncccc2C(=O)O)c1,3,105,7,6,-1,2.7,8,1629,-22,11,0.017
COc1ccc(C2CC(=O)N3CN(Cc4ccco4)CSC3=C2C#N)cc1 (configuration not stated),4,98,8,-2,10,0.6,5,1626,11,8,0.68
Cc1ccc([N+](=O)[O-])cc1S(=O)(=O)N1CCCCC1C(=O)O (configuration not stated),-5,105,15,-6,-1,0.5,2,1561,0,-3,0.15
C=CCSc1nc2c(c(=O)[nH]c(=O)n2C)n1C(C)C,5,100,-4,9,17,1.0,-5,1633,-7,9,.
CCSc1nc(-c2ccccc2)c(C#N)c(=O)[nH]1,2,100,4,-4,-1,2.0,-11,1425,-18,-1,0.038
COc1ccc(S(=O)(=O)NCC(=O)O)cc1C(=O)NC1CCCCC1,-17,112,1,-6,-8,0.0,-1,1473,-12,-8,-0.0055

# Part of the list above in order of molecular weight, high to low.
SMILES,STAT3 inh,STAT3 act,PPARg SRC-1 ag,STAT1 inh,TLR4 MyD88 comp,RAM network inh,PPARg SRC-3 ag,SRC2 TRFRET art,S1P3 antagonist,PPARg SRC-2 ag,ROMK mod
Cc1cc(C)c2cc(CN(Cc3nnnn3C3CCCCC3)CC3CCCO3)c(=O)[nH]c2c1 (configuration not stated),7,99,11,-4,-7,-1.5,-6,1603,-8,-5,-2.7
O=C(C[n+]1ccc(-c2nnc3n2CCC3)cc1)c1ccc(Cl)cc1,3,101,0,4,-1,1.8,0,1444,-1,3,0.96
CCN1C(=O)/C(=C/N(C)c2ccccc2)OC1=S,-4,106,-2,-15,6,0.1,1,1347,-2,-1,-0.66

# Some of the entries so far, with two lines to a compound.
# The line under a structure holds: STAT3 inh | STAT3 act | PPARg SRC-1 ag | STAT1 inh | TLR4 MyD88 comp | RAM network inh | PPARg SRC-3 ag | SRC2 TRFRET art | S1P3 antagonist | PPARg SRC-2 ag | ROMK mod
Cc1nc2cc(NS(=O)(=O)c3c(C)c(C)cc(C)c3C)ccc2s1
 : 40 | 69 | 5 | 11 | 11 | 6.5 | 5 | 1662 | . | 16 | .
O=C(C[n+]1ccc(-c2nnc3n2CCC3)cc1)c1ccc(Cl)cc1
 : 3 | 101 | 0 | 4 | -1 | 1.8 | 0 | 1444 | -1 | 3 | 0.96
O=C1CCC(CCC(=O)N2CCCC(C(=O)c3cccc(C(F)(F)F)c3)C2)=NN1 (configuration not stated)
 : 14 | 97 | 9 | -6 | -1 | -0.4 | -1 | 1575 | -6 | -1 | 0.065
O=C(O)c1cc(-c2ccccc2)nc2nc(N3CCCCC3)sc12
 : -15 | 117 | 5 | -25 | -2 | 0.1 | -8 | 1416 | -3 | -2 | 0.46
Cc1cc(C(=O)NCc2ccccc2)no1
 : -3 | 106 | -1 | 1 | -8 | 0.3 | -1 | 1363 | -11 | -3 | .
Cn1cnnc1SCCNS(=O)(=O)c1ccccc1
 : 5 | 96 | 3 | 4 | -4 | 0.0 | 8 | 1724 | . | 16 | -0.47
Cc1cc(C)c2cc(CN(Cc3nnnn3C3CCCCC3)CC3CCCO3)c(=O)[nH]c2c1 (configuration not stated)
 : 7 | 99 | 11 | -4 | -7 | -1.5 | -6 | 1603 | -8 | -5 | -2.7
COc1ccc(S(=O)(=O)Nc2ccccc2)cc1OC
 : 1 | 103 | -6 | 1 | -12 | 3.1 | -12 | 1474 | . | -1 | .
Cc1ccc(C(=O)N/C(=C/C=C/c2ccccc2)C(=O)NCc2ccco2)cc1
 : 19 | 93 | 4 | -2 | 8 | 2.1 | 4 | 1578 | . | 8 | .
Cc1cccc(CSc2ncccc2C(=O)O)c1
 : 3 | 105 | 7 | 6 | -1 | 2.7 | 8 | 1629 | -22 | 11 | 0.017
COc1ccc(C2CC(=O)N3CN(Cc4ccco4)CSC3=C2C#N)cc1 (configuration not stated)
 : 4 | 98 | 8 | -2 | 10 | 0.6 | 5 | 1626 | 11 | 8 | 0.68
Cc1ccc([N+](=O)[O-])cc1S(=O)(=O)N1CCCCC1C(=O)O (configuration not stated)
 : -5 | 105 | 15 | -6 | -1 | 0.5 | 2 | 1561 | 0 | -3 | 0.15
C=CCSc1nc2c(c(=O)[nH]c(=O)n2C)n1C(C)C
 : 5 | 100 | -4 | 9 | 17 | 1.0 | -5 | 1633 | -7 | 9 | .

# Going on with the list.
SMILES,STAT3 inh,STAT3 act,PPARg SRC-1 ag,STAT1 inh,TLR4 MyD88 comp,RAM network inh,PPARg SRC-3 ag,SRC2 TRFRET art,S1P3 antagonist,PPARg SRC-2 ag,ROMK mod
Cn1c(=O)c2c(ncn2CC(=O)N2CCCc3ccccc32)n(C)c1=O,-1,102,8,7,4,-0.3,4,1438,4,11,.
O=C1c2nccnc2C(=O)N1c1ccc(C(F)(F)F)cc1,-4,104,3,-4,-7,1.1,-5,1675,-10,1,0.71
c1ccc(-n2nnnc2SCc2cn3cccnc3n2)cc1,8,99,3,4,10,4.5,18,1598,6,1,.
CCOC(=O)c1ccc(NC(=O)CCNc2c(N3CCCC3)c(=O)c2=O)cc1,8,97,-3,2,6,4.1,10,1555,-21,2,.
CCOC(=O)N1CCN(c2c(NCc3ccccn3)c(=O)c2=O)CC1,12,97,7,5,-2,3.0,23,1606,-25,1,.
COc1ccccc1C1N(c2cc(Cl)ccc2OC)C(=O)C2CCCN21 (configuration not stated),-12,114,11,1,1,0.1,-1,1781,-15,14,.
O=C(NCc1ccco1)C(=O)c1cn(CC(=O)N2CCCC2)c2ccccc12,8,96,9,2,0,2.7,-1,1501,8,4,.
Cc1cc(=O)n(-c2ccccc2Cl)[nH]1,2,100,4,0,4,0.7,5,1605,1,12,0.17
Cc1ccnc2c(N3C(=O)C4C5C=CC(C5)C4(C)C3=O)cccc12 (configuration not stated),5,100,4,1,-15,-1.3,-1,1547,-22,4,.
Cc1ccc(C(CC(=O)c2ccc(Cl)cc2)C(=O)O)cc1 (configuration not stated),4,99,0,2,3,0.8,-5,1584,-1,-5,.
N#C/C(=C/c1ccc(N2CCOCC2)c([N+](=O)[O-])c1)C(N)=O,-8,108,2,-15,-13,2.8,-6,1565,.,-1,.
Cc1cc(C)cc(OCC(=O)OC/C(O)=C(\C#N)c2nc3ccccc3[nH]2)c1,-4,102,-6,-4,-6,3.2,-4,1334,-5,-1,0.19
CC(=O)c1c(N2CCN(c3ccccc3)CC2)nc(=S)n(-c2ccccc2)c1C,16,94,4,3,2,2.3,4,1651,-9,4,-0.33
Cc1cc2ncn(CC3CC3(Cl)Cl)c2cc1C (configuration not stated),-2,102,-6,6,-6,-0.1,-1,1298,-15,-6,.
CCOC(=O)N1CCN(C(=O)C2CCC(C(=O)N3CCN(C(=O)OCC)CC3)CC2)CC1 (configuration not stated),2,101,4,5,-1,.,1,1597,-10,5,.
COc1ccc(N2CCN(Cc3nc(N)nc(Nc4ccccc4OC)n3)CC2)cc1,-2,104,2,-1,-9,0.7,2,1569,0,9,-0.94
COC(=O)C1=C(C)N(c2cccc(C(C)=O)c2)C(=O)C1,8,96,4,4,-1,2.3,3,1527,-15,14,-0.32
CSc1nc(=O)n2cc(C)ccc2n1,6,97,-1,-4,0,1.0,-4,1491,-15,-1,0.063
C/C(=N\NC(=O)c1cccc(S(=O)(=O)Nc2cccc(Cl)c2)c1)c1cccs1,0,105,2,-6,3,1.0,-3,1426,8,1,.
CC(C)(C)C1CCC2(CC1)NC(=S)N(c1ccccc1)N2 (configuration not stated),1,102,-4,3,-1,2.6,7,1699,.,15,0.23
O=C(CCCC(=O)N(CC(=O)NC1CCCC1)Cc1ccc(F)cc1)Nc1ccccn1,-1,103,5,-2,-3,1.8,-2,1754,1,7,.

# The order is random; overall some 5.6% were active at least once.
